KCNQ2 block: KCNQ2 channel blockers in CHO-K1 cells – cell-based, FluxOR thallium flux, B-score, primary screen (AID 2156); 310,000 tested, 1.1% active; 20 min; stronger effect = lower value; O88943; B-score at 10 µM;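 active = fluorescence ratio B-score at most minus 3 library SDs, with starting brightness B-score within 2 library SDs, cut at about -5.5 in these data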
Kir21 block: blocks the mouse Kir2.1 inward-rectifier potassium channel; HEK293-Kir2.1, FluxOR thallium flux fluorescence; stronger effect = lower value; P35561; 310,000 tested, 0.85% active; AID 1672; B-score at 10 µM;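 active = fluorescence ratio B-score at or below minus 3 SD of library scores, with starting-brightness B-score within 2 SD, cut at about -4.2 in these data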;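 note: channel flux triggered by added potassium and thallium sulfate stimulus; B-score of peak minus minimum fluorescence over baseline after thallium stimulus; more negative B-score means stronger Kir2.1 block with less thallium influx; some compounds called inactive have numbers as strong as hits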
Target sequence (P35561 whole entry, looked up): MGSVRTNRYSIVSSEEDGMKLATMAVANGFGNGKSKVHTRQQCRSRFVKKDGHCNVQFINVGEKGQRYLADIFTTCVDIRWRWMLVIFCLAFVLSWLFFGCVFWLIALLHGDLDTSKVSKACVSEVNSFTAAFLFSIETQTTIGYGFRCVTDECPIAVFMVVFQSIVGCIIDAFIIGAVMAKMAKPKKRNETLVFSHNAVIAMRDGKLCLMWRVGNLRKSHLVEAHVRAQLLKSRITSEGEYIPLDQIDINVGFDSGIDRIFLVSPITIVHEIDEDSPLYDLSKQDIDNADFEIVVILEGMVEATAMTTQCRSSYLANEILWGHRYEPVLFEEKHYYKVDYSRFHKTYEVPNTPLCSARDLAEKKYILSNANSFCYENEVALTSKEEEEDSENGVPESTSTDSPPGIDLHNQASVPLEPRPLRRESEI
Numbers without * were called inactive; i = inactive.

SMILES	KCNQ2 block	Kir21 block
Cc1ccccc1NC(=O)Cn1cnc2c(oc3ccccc32)c1=O	i	0.75
CCOC(=O)C(CSCC(=O)c1ccc(Br)cc1)NC(=O)OC(C)(C)C (stereo not given)	i	-0.36
COc1ccc(N=C/C=C2\C=C(c3ccccc3)OC(C)(C)O2)cc1	i	0.61
CCCCn1c(N)c(N(CCOC)C(=O)COc2ccc(C(C)=O)cc2)c(=O)[nH]c1=O	i	0.52
COC(=O)c1cc(Br)c(=O)n(Cc2cccnc2)c1	i	0.68
COc1ccc(Br)cc1/C=C1\Oc2ccccc2NC1=O	i	-1.8
Cc1ccc(-n2nc3c(=O)n(CC(=O)NC(C)CCc4ccccc4)nc(C)c3c2C)cc1 (stereo not given)	i	-0.82
COc1cc(/C=N/NC(=S)N/N=C/c2cc(OC)c(OC)c(OC)c2)cc(OC)c1OC	i	1.7
CC(C)NC(=O)CS(=O)(=O)c1ccccc1	i	-0.66
Cc1[nH]n2c(=O)c3c(nc2c1-c1ccc(F)cc1)CCCC3	i	0.96
CC(C)OC(=O)CSc1nnnn1-c1ccc2c(c1)OCCO2	i	-0.79
O=C(CCS(=O)(=O)c1cccs1)Nc1ccc(C(=O)NC2CCN(Cc3ccccc3)CC2)cc1	i	-0.43
COc1ccc(C(=O)Nc2ccccc2N2CCN(C(=O)c3ccccc3)CC2)cc1Br	-7.2*	0.02
CCCNC(=O)c1nnsc1S(=O)c1ccc(Cl)cc1 (stereo not given)	-6.8*	-6.1*
CCCn1c(=O)c2[nH]cnc2n(-c2ccccc2C)c1=O	i	0.09
COc1ccc(CCNC(=O)CSc2ccc(-c3ccncc3)nn2)cc1	i	1.6
CC1(C)Oc2cc(N)c([N+](=O)[O-])cc2O1	i	0.2
Cc1ccnc(NS(=O)(=O)c2cc([N+](=O)[O-])ccc2C)c1	i	-0.97
Cc1ccccc1N/N=C/c1c(C)nc2ccccn12	i	1.5
COc1ccc(C(=O)N2CCN(C3CCCCC3)CC2)cc1OC	i	-1.6
O=C(CSc1ncccn1)N/N=C/c1cccc(OC2CSC2)c1	i	-2.2
COc1ccc(OC)c(C2NC(=S)NC(C)=C2C(=O)Nc2ccccn2)c1 (stereo not given)	i	-0.64
O=c1nc(-c2ccccc2)cc(-c2ccccc2)[nH]1	i	0.02
COc1cccc(/C=C2\SC(=O)N(CC(=O)NC3C=CS(=O)(=O)C3)C2=O)c1 (stereo not given)	i	0.47
COc1ccc(C(=O)CSc2nnc(CC(=O)Nc3ccccc3OC)n2C)cc1	i	1.2

KCNQ2 block: entries above that show a hit.
SMILES	KCNQ2 block	Kir21 block
COc1ccc(C(=O)Nc2ccccc2N2CCN(C(=O)c3ccccc3)CC2)cc1Br	-7.2*	0.02
CCCNC(=O)c1nnsc1S(=O)c1ccc(Cl)cc1 (stereo not given)	-6.8*	-6.1*

Other results follow:
SMILES	KCNQ2 block	Kir21 block
COc1ccccc1N1CCN(C(=O)c2cccc(N3C(=O)NC4CC3(C)Oc3ccccc34)c2)CC1 (stereo not given)	-7.7*	-0.96
O=C(Cn1nc(Cc2cccnc2)c2ccccc2c1=O)Nc1cccnc1Cl	i	-0.1
Cc1nn(CC(=O)Nc2cccc(Cl)c2)c(=O)c2cc(-c3ccccc3)nn12	i	-2.7
CN(Cc1cn(C)nc1-c1ccccc1F)C1CCOC1 (stereo not given)	i	1.6
C/C(=N\Nc1nc2ccccc2s1)c1cccs1	i	1.2
CNC(=S)N(CCc1c(C)[nH]c2ccc(C)cc12)Cc1ccco1	i	-5*
C=CCn1c(C)cc(C(=O)COc2ncnc3sccc23)c1C	i	-0.26
Cc1ccc(S(=O)(=O)N2CCCCC2)cc1NC(=O)COC(=O)c1ccccc1F	i	-0.77
CN(C)CCNC(=O)CNC(=S)N(Cc1ccccc1)Cc1cccnc1	i	0.29
CC1=Nc2cc(C(=O)NCCCN3CCN(C)CC3)ccc2Sc2ccc(C)cc21	i	-0.16
Cc1ccc(S(=O)(=O)N2CCOCC2)cc1C(=O)NC1CCSc2ccccc21 (stereo not given)	i	-1.1
Cc1ccc(C(=O)N2CCN(S(C)(=O)=O)C2)cc1	i	0.33
Cc1cccc(NC(=S)N(CCCN(C)C)Cc2cc3cc4c(cc3[nH]c2=O)OCO4)c1	i	1.1
CCN1C(=O)N[C@H](c2ccccc2)C(C(C)=O)=C1C	i	1.3
CCOc1ccccc1C(=O)Nc1cc(OC)ccc1OC	i	0.41
CCOC(=O)CSc1nnc(CSc2nc3ccccc3c(=O)[nH]2)n1-c1ccccc1	i	1.6
CCn1ccc(C(=O)Nc2ccc(N(C)C(C)=O)cc2)n1	i	1
COc1cccc(CN2CC(C(=O)N(C)CC3CCOCC3)CCC2=O)c1 (stereo not given)	i	0
CC(Oc1ccccc1)C(=O)N(CCC1=CCCCC1)c1c(N)n(Cc2ccccc2)c(=O)[nH]c1=O (stereo not given)	i	0.63
O=C(Nc1ccc(F)cc1)C(=O)c1cn(CC(=O)N2CCOCC2)c2ccccc12	i	-0.03
COc1ccc(NC(=O)C(=O)c2cn(CC(=O)N3CCCC3)c3ccccc23)cc1OC	i	0.23
CN(C)S(=O)(=O)c1ccc(Cl)c(NC(=O)COC(=O)CCC(=O)c2cccs2)c1	i	-2.2
Cc1cc(/C=N/NC(=O)c2ccsc2)c(C)n1-c1cnccn1	i	-1.6
CC(C)n1cnc2c(Nc3cccc(Cl)c3)nc(N(CCO)CCCO)nc21	i	-2.5
C=CCn1c(C)cc(C(=O)COC(=O)COc2ccccc2C#N)c1C	i	-0.01

7 records drawn at random from the list so far, as already listed:
SMILES	KCNQ2 block	Kir21 block
O=C(Nc1ccc(F)cc1)C(=O)c1cn(CC(=O)N2CCOCC2)c2ccccc12	i	-0.03
O=C(Cn1nc(Cc2cccnc2)c2ccccc2c1=O)Nc1cccnc1Cl	i	-0.1
Cc1ccc(S(=O)(=O)N2CCCCC2)cc1NC(=O)COC(=O)c1ccccc1F	i	-0.77
Cc1cc(/C=N/NC(=O)c2ccsc2)c(C)n1-c1cnccn1	i	-1.6
C=CCn1c(C)cc(C(=O)COC(=O)COc2ccccc2C#N)c1C	i	-0.01
Cc1ccc(C(=O)N2CCN(S(C)(=O)=O)C2)cc1	i	0.33
CC(Oc1ccccc1)C(=O)N(CCC1=CCCCC1)c1c(N)n(Cc2ccccc2)c(=O)[nH]c1=O (stereo not given)	i	0.63

Back to the main list, repeating the 3 entries before the break.
SMILES	KCNQ2 block	Kir21 block
Cc1cc(/C=N/NC(=O)c2ccsc2)c(C)n1-c1cnccn1	i	-1.6
CC(C)n1cnc2c(Nc3cccc(Cl)c3)nc(N(CCO)CCCO)nc21	i	-2.5
C=CCn1c(C)cc(C(=O)COC(=O)COc2ccccc2C#N)c1C	i	-0.01
COc1ccc(CCCC(=O)N/N=C/c2ccccc2OC)cc1	i	0.62
COc1ccc(-n2c(=S)[nH]c3cc(C(=O)NCc4ccc(F)cc4)ccc3c2=O)c(OC)c1	i	0.59
CC(=O)c1ccc(OCc2cc(C(=O)N3CCN4CCCC4C3)no2)cc1 (stereo not given)	i	-0.18
CCOC(=O)/C(C#N)=C/Nc1ccsc1C(C)=O	i	0.47
COc1cc2c(cc1OC)[C@H](C)N(C(=O)COc1ccccc1)CC2	i	-0.59
COC(=O)c1cc(S(=O)(=O)Nc2cccc(OC)c2)cn1C	i	0.3
Cc1ccc(C)c(S(=O)(=O)N2CCN(C(=O)c3cnccn3)CC2)c1	i	2.7
CCNC(=O)N1C(CC(=O)OCC)C(=O)NC2CCCCC21 (stereo not given)	i	1
COc1ccccc1N(C(C)=O)C1SC(=O)N(c2ccccc2)C1=O (stereo not given)	i	-0.01
Cc1ccccc1NC(=O)Cc1nc(COC(=O)CNS(=O)(=O)c2cccc(Br)c2)cs1	i	1.4
Cc1cccc(C(=O)NNC(=O)C2CC2)c1	i	-2.7
Cc1cc(C)cc(Nc2cnn(C34CC5CC(CC(CC(=O)O)(C5)C3)C4)c(=O)c2Cl)c1	i	1.4
CCOc1ccc(S(=O)(=O)N(CC(=O)N2CCC(C(N)=O)CC2)c2ccc(F)cc2)cc1	i	0.21
O=C1Nc2cc(C(=O)NCC3CCCO3)ccc2S/C1=C/c1ccccc1F (stereo not given)	i	-0.94
CCn1c(C(O)c2ccc3c(c2)OCO3)nc2ccccc21 (stereo not given)	i	-1.1
CCOC(=O)c1c(-c2ccc(OC)cc2)csc1/N=C/N(C)C	i	2.2
N#Cc1nc(-c2ccc(OCc3ccccc3)cc2)oc1NCc1ccco1	i	-1.3
COc1ccc(C(CCN2CCCC(C)C2)c2c(OC)cc(OC)c3c2OC(=O)CC3c2cc(OC)c(OC)c(OC)c2)cc1 (stereo not given)	i	0.78
COc1ccc2c(c1)C(=NO)c1cc(OC)ccc1-2	i	-1.1
Cc1ccc(N2CC(C(=O)Nc3ccc4c(c3)OCO4)CC2=O)cc1C (stereo not given)	i	2.8
CN1Cc2ccccc2N(CC(=O)NCc2ccccc2)C1=O	i	-0.01
COc1ccc(-n2cc(C(=O)c3ccc4ccccc4c3O)cn2)cc1	i	-1.6
Cn1c(SCc2ccc(Cl)cc2Cl)nc(C(F)(F)F)cc1=O	i	0.03
CCOc1cc(/C=N/O)cc(Br)c1OC	i	0.01
COc1ccc(OCC(=O)N(Cc2cccs2)C2CCS(=O)(=O)C2)cc1 (stereo not given)	i	-0.94
(list continues)
SMILES	KCNQ2 block	Kir21 block
COC(=O)c1c(N2C(=O)CC(Sc3ccccc3C(=O)O)C2=O)sc2c1CCCC2 (stereo not given)	i	0.96
CCN(CC)S(=O)(=O)c1ccc(/C=C/C(=O)Nc2c(C)n(C)n(-c3ccccc3)c2=O)cc1	i	0.29
N#C/C(=C/c1ccc(-c2ccccc2[N+](=O)[O-])o1)C(N)=O	i	0.8
CC1CC(=O)Nc2ccccc2N1C(=O)CN1CCN(c2ccccc2)CC1 (stereo not given)	i	-1.1
OC(COC(c1ccc(Cl)cc1)c1ccc(Cl)cc1)CN1CCCC1 (stereo not given)	i	-3.6
Cc1ccc(S(=O)(=O)NC(=O)c2cccc(Br)c2)cc1	i	1
COc1ccc(S(=O)(=O)Nc2c(C(=O)O)[nH]c3ccccc23)cc1	i	0.58
Fc1ccccc1Cc1noc(CN2CCN(C/C=C/c3ccccc3)CC2)n1	i	-0.65
CCOc1ccc(N2C(=O)CN(CC(=O)OC)C2=S)cc1	i	0.57
CCc1cc2cc3c(cc2nc1SCC(=O)Nc1cc(OC)c(OC)cc1C(=O)O)OCO3	i	2.3
N#Cc1ccc(NCCc2ccccn2)c([N+](=O)[O-])c1	i	-1.4
O=C(NCc1ccccc1)c1cnc(Cl)c(Cl)c1	i	0.42
Cc1csc(NC(=O)CCSCCc2ccccn2)n1	i	-0.02
CCOC(=O)c1ccc(OCc2c(C)noc2C)cc1	i	2.6
CN(C)c1cc[n+](CC(=O)Nc2cc(C(F)(F)F)ccc2Cl)cc1	i	-0.31
COC(=O)c1cc(C)[nH]c2c(C)cc3nc4ccccc4c3c12	i	-0.74
Cc1ccc(Cn2cc(CCC(=O)O)c3ccccc32)cc1	i	0.19
CCCCC1=NN2C(=N)CC(=O)N=C2S1	i	0.47
CC(C)(C)NS(=O)(=O)c1ccc(CCC(=O)Nc2cc(Cl)ccc2Oc2ccccc2)cc1	i	-0.03
CCc1ccc(NC(=O)CSc2nnc(CNC(=O)c3c(F)cccc3Cl)o2)cc1	i	1.1
CCOc1ccc(C(C)C)cc1S(=O)(=O)n1nc(C)cc1C	i	0.14
COC(=O)c1cc(NS(=O)(=O)c2ccc(N3CCC(C)CC3)c([N+](=O)[O-])c2)cc(C(=O)OC)c1	i	-1.5
COc1ccc(-n2c(NC(=O)c3ccco3)c(C#N)c3nc4ccccc4nc32)cc1	i	2.1
Cc1ccc(/C=N/NC(=O)c2ccc(OC3CCCC3)cc2)o1	i	0.81
COc1ccc(OC)c(S(=O)(=O)N(C)CC(=O)N2CCN(c3ccccc3F)CC2)c1	i	0.02
Remaining list, next part:
SMILES	KCNQ2 block	Kir21 block
O=C(NNC(=O)c1ccccc1Cl)c1cc2cc(OC(F)(F)F)ccc2[nH]1	i	0.11
O=C(/C=C/c1ccc2c(c1)OCO2)Nc1nncs1	i	0.01
CCCS(=O)c1nc(C)cc(C)c1S(C)(=O)=O (stereo not given)	i	-0.14
O=c1oc2ccc(Cl)cc2nc1/C=C(\O)c1ccco1	i	-0.38
COc1cccc(C2Nc3c(F)cc(Br)cc3C3C=CCC32)c1OC (stereo not given)	i	-0.02
O=C(COc1ccccc1Cl)N1CCc2ccccc2C1	i	-0.96
COc1ccc(C(=O)/C(=C/c2cccs2)c2nc3ccccc3o2)cc1	i	-0.72
COc1cccc(C2C3=C(CCCC3=O)Nc3[nH]n(-c4ccccc4)c(=O)c32)c1 (stereo not given)	i	0.01
C/C(=N\O)C(=O)NCCN1CCCCC1	i	1.1
Cc1ccc2cccc(SCC(=O)Nc3ccc(F)cc3)c2n1	i	0.32
O=[N+]([O-])c1ccc2c(c1)/C(=N\O)c1ccccc1-2	i	1.8
COc1ccccc1-c1cn[nH]c1-c1ccc(OCc2ccc(F)cc2)cc1O	i	-0.8
CN1CCN(C(=O)c2cccn(Cc3c(Cl)cccc3Cl)c2=O)CC1	i	1.4
CCC(CC)c1nn2c(N)c(/C=C3\C(C)=Nc4ccccc43)c(=O)nc2s1	i	0.32
COCCCn1c(SCC(=O)NC2CCCCC2)nnc1-c1ccncc1	i	-0.4
COc1ccc(/C=N/N=C2/NC(=O)C(CC(=O)O)S2)cc1OCc1ccc(Cl)cc1 (stereo not given)	i	-2.1
COc1cc(N)c(Cl)cc1Cl	i	-0.01
NC(=O)C1(N2CCCCC2)CCN(C2CC(=O)N(CCc3ccccc3)C2=O)CC1 (stereo not given)	i	0.04
CCOC(=O)C1C(=O)CC(C)(O)C(C(=O)OCC)C1c1ccc(OC)cc1 (stereo not given)	i	0.54
C=CCN=Cc1sc2ccc(OCC)cc2c1O	i	-0.46
O=C(CCCn1cnc([N+](=O)[O-])n1)Nc1ccc(Cl)c(Cl)c1	i	0.68
